D1 ag: human D1 receptor agonism; activation, % at 2 µM; AID 504660; P21728; HEK293 T-REx D1 cells, calcium flux, agonist mode; actives 1% (n = 360,000); further: 0% is about no effect
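Tetracycline-induced HEK293 TREx D1 cells, force-coupled to calcium signalling, were dye-loaded with a no-wash calcium kit. Compound was pin-added after a 10 s baseline. Fluorescence was read kinetically at 1 cycle/s for 180 s, with calcium rises flagged as agonism.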
D2 potentiator: positive allosteric modulators of human D2 dopamine receptor; potentiation, % at 10 µM; HEK293 T-REx D2, calcium flux, EC20 dopamine potentiation; actives 0.34% (n = 340,000); AID 485347;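 active means potentiation over 3 SD above the plate norm, cut at about 30% in these data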; further: 0% is about no effect
Target sequence (P14416 whole entry, looked up): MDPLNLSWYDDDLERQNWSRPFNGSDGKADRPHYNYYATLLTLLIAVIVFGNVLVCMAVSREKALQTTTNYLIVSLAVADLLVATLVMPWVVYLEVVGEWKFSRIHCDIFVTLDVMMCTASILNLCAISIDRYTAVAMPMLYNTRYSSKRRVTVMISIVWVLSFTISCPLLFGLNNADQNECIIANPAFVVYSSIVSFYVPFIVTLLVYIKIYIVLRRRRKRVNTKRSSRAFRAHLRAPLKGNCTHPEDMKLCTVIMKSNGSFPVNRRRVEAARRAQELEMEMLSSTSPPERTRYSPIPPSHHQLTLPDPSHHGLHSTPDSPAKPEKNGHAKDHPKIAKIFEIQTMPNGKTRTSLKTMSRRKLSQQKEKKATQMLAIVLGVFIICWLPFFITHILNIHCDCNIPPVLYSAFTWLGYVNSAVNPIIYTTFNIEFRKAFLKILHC
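Calcium flux readout, no-wash dye, 1 read/s. Inducible HEK293 Trex D2 line, overnight 30 C. Compound alone 180 s (agonist flags), then EC20 dopamine, another 180 s to score potentiation.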
D1 antag: antagonists of human D1 dopamine receptor; P21728; HEK293 TREx D1 cells, calcium flux, dopamine EC80; hits give low values; activity change, negative = inhibition, % at 10 µM; actives 3.2% (n = 360,000); AID 504652; in the data active means activity change below about -30%; further: on the % scale 0 is the no-effect control and ±100 the full control effect
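Calcium flux readout: force-coupled, inducible Hek293 Trex D1 line, cells induced overnight at 30 C with tetracycline, dye-loaded 30–90 min at RT. Antagonism scored against EC80 dopamine challenge given 180 s after compound.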
D1 PAM: human D1 dopamine receptor positive modulation. P21728. HEK293 TREx D1 cells, calcium flux, dopamine EC20 potentiation. potentiation, % at 10 µM. actives 0.036% (n = 360,000). AID 504651; in the data active means potentiation above about 30%; further: 0% is about no effect
D2 agonist: D2 dopamine receptor (human) agonism; HEK293 T-REx D2 cells, calcium flux agonist mode; activation, % at 2 µM; actives 0.53% (n = 340,000); P14416;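 active means activation over 3 SD above normal in the single-dose calcium agonist read, cut at about 30% in these data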; further: 0% is about no effect
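Calcium-flux readout, 1 cycle/sec over 180 s following compound pin transfer, in inducible HEK293 Trex D2 cells (force-coupled); dopamine controls included. Positive calcium responses during this window marked compounds as potential agonists.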
D2 antag: antagonists of human D2 dopamine receptor; HEK293 TREx D2 cells, calcium flux, dopamine EC80; actives 2% (n = 340,000); inhibition, % at 10 µM; in the data active means inhibition above about 30%; further: 0% is about no effect
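Inhibition of EC80 dopamine-driven calcium flux, recorded kinetically, defines activity here; cells are a tetracycline-induced HEK293 T-REx line expressing force-coupled D2.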
TRHR PAM: TRH receptor (human) allosteric enhancement. P34981. TRHR cells, fluo-8 calcium fluorescence, EC20 TRH enhancement. enhancement, % at 2 µM. actives 0.66% (n = 360,000); in the data active means enhancement above about 30%; further: 0% is about no effect
Target sequence (P34981 whole entry, looked up): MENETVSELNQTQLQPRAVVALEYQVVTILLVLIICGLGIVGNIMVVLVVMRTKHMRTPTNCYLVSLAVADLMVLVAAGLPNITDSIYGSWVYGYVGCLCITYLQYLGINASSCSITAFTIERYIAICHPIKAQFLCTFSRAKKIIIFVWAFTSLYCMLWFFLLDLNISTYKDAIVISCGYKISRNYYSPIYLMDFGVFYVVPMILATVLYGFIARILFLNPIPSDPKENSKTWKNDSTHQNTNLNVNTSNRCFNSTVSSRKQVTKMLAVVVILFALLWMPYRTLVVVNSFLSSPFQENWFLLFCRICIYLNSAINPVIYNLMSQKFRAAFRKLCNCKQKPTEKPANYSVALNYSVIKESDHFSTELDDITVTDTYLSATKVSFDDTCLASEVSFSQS
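Enhancer read-out: after compound pinning and an initial kinetic agonist-mode read, an EC20 of TRH (10 nM final) was injected and fluo-8 calcium signal (Ex 480/Em 530) followed at 1 s/cycle for 100 cycles in TRHR-expressing cells.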
TRHR ag: activates the human TRH receptor; P34981; TRHR cells, calcium flux fluo-8, FDSS agonist mode; activation, % at 2 µM; actives 0.18% (n = 360,000); AID 493084; further: 0% is about no effect
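Read-out: compound-evoked intracellular calcium rise in TRHR cells, fluo-8 dye, kinetic FDSS fluorescence at 1 s/cycle following a 10-cycle baseline. Cells cultured overnight before dye loading (30 min–1.5 h, RT).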
RXFP1 antagonist: RXFP1 (human) relaxin receptor antagonism; Q9HBX9; HEK293-RXFP1, relaxin-stimulated cAMP HTRF, 30 min; hits give low values; activity change, negative = inhibition, % at 57.5 µM; actives 0.59% (n = 350,000);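 active means activity change of -60% or lower, but not beyond a set lower limit; inconclusive means change between -60% and -40%, or beyond the set limit; inactive means change above -40%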; further: on the % scale 0 is the no-effect control and ±100 the full control effect
* = called active by the depositor; ? = inconclusive; nt = not tested or not shown. Unless noted, no stated cut-off is given here; in the data, active means activation above about 30%; inactive means the rest.

A first look:
SMILES	D1 ag	D2 potentiator	D1 antag	D1 PAM	D2 agonist	D2 antag	TRHR PAM	TRHR ag	RXFP1 antagonist
COC(=O)C1=C(C)N(Cc2cccnc2)C(=O)C1	-1	-3	11	-11	-0.3	-9	-6	0.4	15
CC(OC(=O)c1cccs1)C(=O)NC1CC1 (stereo not drawn)	3	0	2	-7	0.7	8	0	1.2	-14

The list itself, previewed entries included:
SMILES	D1 ag	D2 potentiator	D1 antag	D1 PAM	D2 agonist	D2 antag	TRHR PAM	TRHR ag	RXFP1 antagonist
COC(=O)C1=C(C)N(Cc2cccnc2)C(=O)C1	-1	-3	11	-11	-0.3	-9	-6	0.4	15
CC(OC(=O)c1cccs1)C(=O)NC1CC1 (stereo not drawn)	3	0	2	-7	0.7	8	0	1.2	-14
COc1ccc(-c2cc(C(F)(F)F)nc(SCC(=O)Nc3ccc(O)cc3)n2)cc1OC	0	-1	-14	-1	-0.4	nt	9	-1.3	nt
Oc1ccc(-c2nccc(-c3ccc(F)cc3)n2)cc1	10	-2	1	-13	-0.3	-3	5	-1.8	11
Cc1noc(C)c1COc1ccc(C(=O)OCC(=O)N2CC3(C)CC2CC(C)(C)C3)cc1 (stereo not drawn)	3	24	0	0	0.9	-2	-1	-1.4	16
CCc1nnc(NC(=O)c2cc(S(=O)(=O)N3CCN(c4ccccc4)CC3)ccc2Cl)s1	2	-4	1	-1	-0.5	4	7	-0.3	-12
COC(=O)c1ccc(CSc2cc(C)c3cccc(C)c3n2)o1	10	17	0	0	4.9	-4	6	0.7	-17
CCOC(=O)c1c(NC(=O)Cn2cnc3scc(-c4ccc(C)cc4)c3c2=O)sc(C)c1C	5	7	-6	-1	0.4	-20	-5	1.0	nt
O=C(CC1(O)C(=O)Nc2ccccc21)c1cccc(-n2cccc2)c1 (stereo not drawn)	-1	-8	nt	-6	1.0	11	3	0.6	-6
COc1cccc(CNC(=O)Cc2ccc(S(=O)(=O)N3CCOCC3)s2)c1	2	4	-15	-4	-0.8	17	-7	0.2	6
COc1ccc(C2N(c3ccc(OC)cc3)C(=S)N3CCCN23)cc1 (stereo not drawn)	1	12	2	-4	-0.4	1	3	0.2	1
O=[N+]([O-])c1ncn(Cc2c(Cl)cccc2Cl)n1	3	8	-1	-4	1.1	-15	-3	-0.8	-5
COc1ccc(NS(=O)(=O)c2cc3c(cc2C)N(C(C)=O)CCO3)cc1OC	4	3	-4	7	0.6	3	1	0.2	-2
O=C(c1ccc(Cl)c([N+](=O)[O-])c1)N(Cc1ccc(Cl)cc1)C1CCS(=O)(=O)C1 (stereo not drawn)	0	5	-7	-7	2.1	6	-8	0.5	-31
O=C(NCc1cccs1)Nc1ccc2c(c1)OCO2	-3	4	24	-2	-0.6	-8	1	-0.5	-1
Cc1ccc(C(=O)c2coc3ccc(O)cc23)cc1	2	-4	-6	-7	-1.1	-9	-5	-0.3	-1
CCn1c(SCC(=O)Nc2cc(OC)ccc2OC)nnc1C1CCCCC1	0	-14	0	6	0.1	-10	1	-1.1	-3
CCOC(=O)c1sc(-c2ccccc2)cc1N	4	-10	4	-2	-0.4	-14	-11	-0.9	-4
O=C(COC(=O)c1ccc(F)cc1)Nc1ccccc1N1CCOCC1	1	nt	10	-3	nt	nt	-1	-0.1	2
C=CCC(Nc1ccccc1)c1cccc(OC)c1OC (stereo not drawn)	4	-10	4	-9	-2.1	-6	-5	-0.1	?
O=C(CSc1n[nH]c(=O)n1-c1cccnc1)N1CCOCC1	2	5	-17	-5	0.4	4	-4	0.9	3
COc1ccc(S(=O)(=O)N2CCCCC2)cc1NC(=O)C1CC1	0	4	1	nt	0.5	-7	0	-0.3	7
O=C(NNc1cc(N2CCOCC2)nc(N2CCOCC2)n1)c1ccc(Cl)cc1Cl	2	-1	-1	-2	0.9	9	1	0.1	-10
Cc1ccc(C2CC(C(F)(F)F)n3nc(C(=O)NCc4ccco4)cc3N2)cc1 (stereo not drawn)	2	-2	-11	-9	-1.3	-18	0	0.6	8
Cc1cccc(NC(=O)C(C)N2C(=O)c3ccccc3S2(=O)=O)n1 (stereo not drawn)	2	-5	2	1	-0.1	17	0	0.0	-7
Cc1ccc(Cn2ccsc2=NC(=O)COC(=O)C(C)C)cc1	0	7	-48*	-1	-0.2	8	1	0.9	2
O=C(NC1CC1)C1CCN(Cc2cnn(-c3ccccc3)c2-n2cccc2)CC1	2	14	-10	2	-1.3	2	-2	0.2	-18
CC1CCC(NC(=O)c2ccc3c(c2)N(Cc2cccc(Cl)c2)C(=O)c2ccccc2S3=O)CC1 (stereo not drawn)	1	-5	9	1	0.2	nt	-2	-0.3	-1
COc1cc2[nH]c(=O)n(Cc3ccc(C(=O)NCc4ccc(C)cc4)cc3)c(=O)c2cc1OC	3	nt	2	0	nt	nt	6	0.5	nt
O=C(NCCCN1CCOCC1)C1CC(=O)N(c2ccccc2)C1 (stereo not drawn)	7	11	20	nt	0.0	-2	0	-1.9	-8
O=C(OCCOc1ccc(F)cc1)c1ccc(S(=O)(=O)N2CCCC2)cc1	21	nt	-16	-5	nt	nt	-6	1.0	16
CCOC(=O)C1CCN(c2c(N3CCCC(C(=O)OCC)C3)c(=O)c2=O)CC1 (stereo not drawn)	1	-8	-14	0	0.5	-2	0	-0.4	nt
Cc1ccc(C(=O)C(OC(=O)CNC(=O)c2ccc(Cl)cc2)c2ccccc2)cc1 (stereo not drawn)	2	-5	4	0	0.2	9	4	0.2	-2
CCn1c(=O)n(CC)c2cc(N3CCCC3)c(NC(=O)c3ccc(C)c([N+](=O)[O-])c3)cc21	3	8	5	3	-0.8	1	3	2.1	-15
CCOC(=O)Cc1nnc(NC(=O)C(CC)Sc2nncn2C)s1 (stereo not drawn)	-1	-8	2	-1	-0.6	-3	4	0.1	nt
O=C(CCN1CCOCC1)NNC(=O)Nc1cccc(Cl)c1	0	0	0	-1	0.8	7	-3	0.1	3
c1coc(-c2nc3c([nH]2)CCc2nonc2-3)c1	-3	0	-2	-4	-0.5	5	4	0.0	-4
COCCCNC(=S)N1CCN(c2nc(-c3ccc(F)cc3)cs2)CC1	8	nt	-4	10	nt	nt	0	-0.7	-28
COc1ccc2nc(NC3=NCCC3)sc2c1	2	9	-4	-3	-0.6	11	-8	-0.2	-1
Cc1ccc([N+](=O)[O-])c2c1C(N1CCCC1)C(C)(C)O2 (stereo not drawn)	0	-4	-8	-2	0.5	12	19	-0.4	-5
Cc1ccc(C(=O)C(OC(=O)c2cnccn2)c2ccccc2)cc1C (stereo not drawn)	3	3	-7	-1	-0.5	-2	2	-0.3	-4
CCOC(=O)c1cc(-c2ccccc2)nc2nc(N(CC)CC)sc12	15	10	8	nt	-0.2	5	15	-1.6	-22
COc1ccc(-n2c(Cc3cccn3C)nnc2SCC(=O)N2CCOCC2)cc1	2	-1	1	1	nt	nt	-4	0.3	nt
O=C(NC1CCCC1)C1CCCN1C(=O)Nc1ccccc1Cl (stereo not drawn)	0	nt	-8	-6	nt	nt	-4	-0.8	-7
O=C(c1ccccc1-c1nc(-c2ccc(Cl)cc2)no1)N1CCCC1	2	-8	-35*	-1	-0.3	5	-4	-0.3	-14
O=C1CC(SC(=NCc2ccc3c(c2)OCO3)Nc2ccccc2)C(=O)N1c1ccccc1 (stereo not drawn)	3	-1	-9	-3	-1.7	0	13	0.6	-18
O=C(C1=C[C@H](c2ccc(C(F)(F)F)cc2)C[C@H](OCc2ccc(CO)cc2)O1)N1CCN(Cc2ccccc2)CC1	5	-8	-18	-4	1.7	-12	-4	0.3	nt
COc1ccc(N2CCN(CCNC(=O)CCCn3c(=O)[nH]c4cc(Cl)ccc4c3=O)CC2)cc1	0	-12	9	1	0.2	-20	-5	0.4	1
CCN(CC)S(=O)(=O)c1cccc(C(=O)NCCCN2CCOCC2)c1	1	15	-17	7	-1.2	-18	2	-1.1	0
Cc1ccc(C)c(NC(=O)CCC(=O)NNC(=O)c2cccs2)c1	2	20	5	5	-0.6	-2	30*	-0.6	-4

More records follow:
SMILES	D1 ag	D2 potentiator	D1 antag	D1 PAM	D2 agonist	D2 antag	TRHR PAM	TRHR ag	RXFP1 antagonist
CN(Cc1cccc(F)c1)C(=O)CSc1nnc(C2CC2)n1C1CC1	0	-8	-1	1	-0.4	1	-2	-0.1	5
COc1ccccc1CCC(=O)NNC(=O)c1ccncc1	1	2	-1	-2	0.6	-10	-1	0.4	22
COc1cccc(-c2coc3cc4oc(=O)c(CCC(=O)O)c(C)c4cc23)c1	2	-8	-7	-6	-1.6	-25	11	-0.5	-1
N#Cc1nc(COc2ccc(Cl)cc2)oc1N1CCN(Cc2ccccc2)CC1	4	-31	-14	1	0.0	8	-1	-0.8	1
CC(=O)Nc1ccc(NC(=O)COC(=O)c2ccccc2C(=O)c2ccccc2)cc1	4	-13	-6	-1	-0.2	12	2	0.3	3
COc1ccc(NC(=O)c2sc3nc4c(cc3c2N)CN(Cc2ccccc2)CC4)cc1	1	0	2	-2	0.4	nt	-5	-0.2	-2
COc1ccc(OCC(O)CNC(=O)Nc2ccc(F)cc2)cc1 (stereo not drawn)	1	-2	-38*	-13	0.1	-24	2	0.1	-5
CC(C)(C)c1nnc(N/N=C/c2ccc(Br)cc2)n(N)c1=O	1	nt	22	1	nt	nt	-3	0.1	0
CCOC(=O)CCNC(=O)Nc1ccc2nc(C)n(Cc3ccccc3Cl)c(=O)c2c1	5	0	1	-1	0.4	-13	4	-2.3	-16
COc1cc(C2=NOC(C(=O)N3CCCCCC3)C2)cc(OC)c1OC (stereo not drawn)	0	8	6	0	0.3	-12	-7	0.1	25

Whole records, quoted from the list:
CCOC(=O)CCNC(=O)Nc1ccc2nc(C)n(Cc3ccccc3Cl)c(=O)c2c1 in the list: D1 ag = 5; D2 potentiator = 0; D1 antag = 1; D1 PAM = -1; D2 agonist = 0.4; D2 antag = -13; TRHR PAM = 4; TRHR ag = -2.3; RXFP1 antagonist = -16
COc1ccc(NC(=O)c2sc3nc4c(cc3c2N)CN(Cc2ccccc2)CC4)cc1 in the list: D1 ag = 1; D2 potentiator = 0; D1 antag = 2; D1 PAM = -2; D2 agonist = 0.4; D2 antag = nt; TRHR PAM = -5; TRHR ag = -0.2; RXFP1 antagonist = -2

Results in TRHR PAM and D1 antag, for some of the entries so far:
compound	TRHR PAM	D1 antag
O=C(NCc1cccs1)Nc1ccc2c(c1)OCO2	1	24
Cc1ccc(C(=O)c2coc3ccc(O)cc23)cc1	-5	-6

Additional records
SMILES	D1 ag	D2 potentiator	D1 antag	D1 PAM	D2 agonist	D2 antag	TRHR PAM	TRHR ag	RXFP1 antagonist
CN(C(=O)Cn1c(=O)oc2ccccc21)C1CCCCC1	9	-12	4	nt	nt	nt	-3	-0.2	-13
CCOc1ccc(NC(=O)Cc2ccc(S(=O)(=O)N3CCOCC3)s2)cc1OCC	1	0	7	-6	-1.7	17	-12	0.2	-1
CCN(C(=O)c1cc2c(s1)-c1c(C)cccc1OC2)c1ccccc1F	8	18	17	-3	0.4	nt	2	0.3	-28
CC1=Nc2cc(C(=O)NCCc3ccc(Cl)cc3)ccc2Sc2c(C)ccc(C)c21	7	nt	4	2	1.0	nt	6	0.7	nt
O=C(O)CCC(=O)N1CCc2c([nH]c3ccccc23)C1C(F)(F)F (stereo not drawn)	6	10	-14	-7	-0.2	-15	-6	-1.9	-1

Screening data: PubChem, National Center for Advancing Translational Sciences (NCATS)
